From PubChem BioAssay
APE1 inh – inhibitors of human APE1 endonuclease; P27695; AID 2517; recombinant APE1, TAMRA/BHQ-2 abasic DNA cleavage fluorescence; actives 0.35% (n = 350,000); Potency, µM (top dose mostly 65.8 µM), inactives show at the top dose activity change, negative = inhibition, hits mostly inhibitors;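 note: plate controls were vehicle for no effect and reference inhibitor for full effect; nearly all actives have a fitted effect of over 55% in size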
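Step 1: APE1 (0.75 nM) with compound, 15 min RT. Step 2: add 50 nM fluorophore/quencher THF duplex. Step 3: three fluorescence reads 60 s apart (525/598 nm); read 3 minus read 1 = reaction progress.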
POLK inh – DNA polymerase kappa (human) inhibition; actives 0.53% (n = 400,000); Potency, µM (highest dose often 107 µM), without a hit: top-dose activity, negative = inhibition, actives largely listed as inhibitors; purified Pol kappa, fluorescent DNA synthesis assay, 10 min; note: % is set by controls: 0 for no effect and ±100 for the full control effect
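Here, compound and 10 nM enzyme are combined for 15 min at room temperature; adding 50 nM substrate (final) starts DNA synthesis, tracked by fluorescence at 0 and 10 min against buffer-only wells.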
BLM inh – inhibitors of human Bloom syndrome helicase BLM; P54132; recombinant BLM DNA unwinding, fluorescence dequenching; Potency, µM (top dose mostly 56.1 µM), without a hit: top-dose activity change, negative = inhibition, usual class: inhibitors; actives 0.2% (n = 350,000); AID 2528;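 note: plate controls were vehicle for no effect and no enzyme for full effect; nearly all actives have a fitted effect of over 35% in size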
Pol iota inh – DNA polymerase iota (human) inhibition; Q9UNA4; actives 1% (n = 390,000); Pol iota fluorescent replication assay, 10 min; AID 588590; Potency, µM (highest dose often 115 µM), for the others: at the top dose activity, negative = inhibition, usual class: inhibitors
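Fluorescent replication assay read twice, at 0 min and 10 min after adding 50 nM (final) substrate. Enzyme (10 nM) and compounds were first incubated 15 min at room temperature; enzyme-free buffer wells were negative controls.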
G9a block – blocks human histone lysine methyltransferase G9a. Q96KQ7. actives 8.8% (n = 350,000). Potency, µM (highest dose often 102 µM), without a hit: at the top dose activity, negative = inhibition, hits mostly inhibitors. G9a H3K9 monomethylation, AlphaScreen, 2 h; note: % is set by controls: 0 for no effect and ±100 for the full control effect; nearly all actives have a fitted effect of over 75% in size
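Quantitative HTS format: methyltransferase activity on a biotin-tagged H3K9 peptide is measured by AlphaScreen, using a rabbit anti-monomethyl-H3K9 antibody with streptavidin donor and anti-IgG acceptor beads. Final levels are 20 nM enzyme, 500 nM peptide, 20 uM SAM; 2 h RT.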
JMJD2A Tudor – JMJD2A Tudor domain (human) inhibition. actives 4.4% (n = 390,000). Potency, µM (top dose mostly 114 µM), without a hit: top-dose activity change, negative = inhibition, hits mostly inhibitors. AlphaScreen JMJD2A-Tudor / H3K4me3 peptide binding; note: % is set by controls: 0 for no effect and ±100 for the full control effect; nearly all actives have a fitted effect of over 50% in size
Pol beta inh – DNA polymerase beta (human) inhibition | P06746 | Pol beta primer extension/strand displacement, fluorescence kinetic | Potency, µM (doses to about 114 µM), for inactives: at the top dose activity change, negative = inhibition, usual class: inhibitors | actives 1.3% (n = 340,000) | AID 485314; note: % is set by controls: 0 for no effect and ±100 for the full control effect
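Kinetic readout of DNA synthesis with strand displacement by Pol beta. Compound and 10 nM enzyme sit 15 min at room temperature; 50 nM substrate starts the reaction, read immediately and at 10 min.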
POLH inh – inhibitors of human DNA polymerase eta | actives 1.2% (n = 390,000) | AID 588591 | recombinant Pol eta, fluorescent DNA replication assay | Potency, µM (series often up to 114 µM), without a hit: at the top dose activity change, negative = inhibition, hits mostly inhibitors; note: % is set by controls: 0 for no effect and ±100 for the full control effect
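Pol eta at 10 nM preincubated with compounds 15 min at room temperature; reaction started with fluorescent substrate (50 nM final) and read kinetically at 0 and 10 min.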
BAZ2B inh – inhibitors of human BAZ2B bromodomain | actives 4.4% (n = 360,000) | AID 504333 | Potency, µM (highest dose often 114 µM), for inactives: at the top dose activity change, negative = inhibition, most hits filed as inhibitors | Q9UIF8 | AlphaScreen BAZ2B-H3K14Ac peptide displacement; note: % is set by controls: 0 for no effect and ±100 for the full control effect; nearly all actives have a fitted effect of over 60% in size
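Complex of BAZ2B and biotin-H3K14Ac (50 nM apiece) forms over 30 min at RT, then faces library compounds up to 110 uM for another 30 min; AlphaScreen beads added, 20 min dark incubation, luminescence read.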
Active calls of the source: *; ? = inconclusive; . = no result given; [ ] = dose if it differs, or a comment. Calls come from the whole dose curve; as a rule, active = well fitted curve in the direction sought with a large enough effect; inconclusive = small, poorly fitted or top-dose-only effect, or another doubt; inactive = no such curve, though single readings can be large; an effect the other way counts as inactive or inconclusive. Potency is the fitted concentration of half-maximal effect. Some of the compounds tested; rates above refer to the full screens.

1	CCOC(=O)c1ccc(NC(=O)CN(c2ccc(C)cc2)S(=O)(=O)c2c(C)noc2C)cc1
2	NS(=O)(=O)c1ccc(NC(=O)COC(=O)c2ccc3c(c2)OCCO3)cc1
3	O=C(Nc1ccccc1)Nc1nnc(-c2ccccc2)s1
4	CC12COC3(C(=O)Nc4ccccc4)CC1CCC32C (stereo not given)
5	COc1cccc(NC(=O)CN(C)C(=O)c2cccnc2Sc2ccc(C)c(C)c2)c1
6	CCCCNC(=O)N(O)C1N(/N=C/c2cccs2)C(=S)SC1(C)C (stereo not given)
7	C[C@H](CO)N1C[C@H](C)[C@@H](CN(C)C(=O)NC2CCCCC2)Oc2ccc(NC(=O)Cc3ccccc3)cc2C1=O
8	COc1ccccc1C(=O)Nc1c2c(nn1-c1ccc([N+](=O)[O-])cc1)CS(=O)(=O)C2
assay / entry	1	2	3	4	5	6	7	8
APE1 inh	.	0%	-3%	-2%	-4%	-5%	24%	58%[activator]
POLK inh	-2%	-14%	-13%	-14%	-17%	6%	3%	0%
BLM inh	-12%	0%	-2%	-2%	.	-1%	.	-2%
Pol iota inh	4%	141%[activator]	-10%	-10%	23%	41%	11%	-1%
G9a block	6%[59 µM]	9%	.	?	0%[59 µM]	18%	.	10%[59 µM]
JMJD2A Tudor	-12%	-5%	-11%	-11%	-24%	-14%	0%	-2%
Pol beta inh	0%	?	30%	42%[activator]	.	5%	.	13%
POLH inh	?	-12%	-4%	-9%	-20%	-12%	-12%	-4%
BAZ2B inh	.	1%	0%	8%	9%	-12%	.	-13%

3 compounds already listed, sorted by the number in Pol iota inh, highest first:
nr | canonical_smiles | APE1 inh | POLK inh | BLM inh | Pol iota inh | G9a block | JMJD2A Tudor | Pol beta inh | POLH inh | BAZ2B inh
5 | COc1cccc(NC(=O)CN(C)C(=O)c2cccnc2Sc2ccc(C)c(C)c2)c1 | -4% | -17% | . | 23% | 0%[59 µM] | -24% | . | -20% | 9%
8 | COc1ccccc1C(=O)Nc1c2c(nn1-c1ccc([N+](=O)[O-])cc1)CS(=O)(=O)C2 | 58%[activator] | 0% | -2% | -1% | 10%[59 µM] | -2% | 13% | -4% | -13%
4 | CC12COC3(C(=O)Nc4ccccc4)CC1CCC32C (stereo not given) | -2% | -14% | -2% | -10% | ? | -11% | 42%[activator] | -9% | 8%

Further compounds follow.
9	Cc1cccc(-c2nc(CN3CCCC(C(=O)N4CCN(c5cc(Cl)ccc5C)CC4)C3)c(C)o2)c1 (stereo not given)
10	O=C(C1=C[C@@H](c2ccc(C(F)(F)F)cc2)C[C@@H](OCCCCO)O1)N1CCOCC1
11	O=C(CCC(=O)N1CCN(c2ccccc2F)CC1)c1ccc(F)cc1
12	CCOP(=O)(Nc1cccc2oc(=O)c3ccccc3c12)OCC
13	COCCN(Cc1cc2cc(C)ccc2n2nnnc12)C(=S)Nc1ccc(C)cc1
14	CC(C)(C)C(=O)Nc1ccc(C(=O)Nc2cc(NC(=O)c3ccc(NC(=O)C(C)(C)C)cc3)cc(C(=O)O)c2)cc1
15	N#Cc1c(N)n(-c2ccc(O)cc2)c2nc3ccccc3nc12
16	Cc1nc(NC(=O)CSc2nnc(C3CC3)n2N)c(Cl)cc1Cl
assay / entry	9	10	11	12	13	14	15	16
APE1 inh	.	7%	11%	.	1%	23%	-3%	17%
POLK inh	0%	2%	-10%	-6%	-25%	1%	-4%	12%
BLM inh	-9%	-3%	-3%	.	2%	-6%	-4%	.
Pol iota inh	-2%	51%[activator]	22%	15%	5%	70%[activator]	18%	-1%
G9a block	14µM*	-11%[59 µM]	.	.	12%[59 µM]	13%[59 µM]	-5%	.
JMJD2A Tudor	-33%	-4%	-13%	-6%	-29%	-14%	-18%	1%
Pol beta inh	22%	0%	26%	.	16%	23%	-19%	.
POLH inh	-3%	-27%	-4%	-6%	-5%	-11%	0%	-4%
BAZ2B inh	?	-15%	-2%	.	-18%	-4%	-5%	.

17	O=S(=O)(c1ccc(Cl)cc1)c1nc(-c2ccccc2Br)oc1N1CCOCC1
18	CCOC(=O)C1(C(C)(C)CC)CC(CSc2nc3ccccc3[nH]2)OC1=O (stereo not given)
19	OC(COCC1COc2ccccc2O1)CN1CCN(c2ccccc2)CC1 (stereo not given)
20	COc1ccc(-n2c(=O)c3c(c4cc(OC)ccc4n3C)n(Cc3ccc(F)cc3Cl)c2=O)cc1
21	CCOc1ccc(NC(=O)CN(C)C(=O)c2ccc(NC3CC3)c([N+](=O)[O-])c2)cc1OCC
22	N#C/C(=C\c1ccc(Cl)cc1)C(=O)NC1CC1
23	CCOC(=O)c1sc(-c2cccc(C(F)(F)F)c2)nc1O
24	CCCc1cc(=O)[nH]c(SCC(=O)N(CCOC)c2c(N)n(Cc3ccccc3)c(=O)[nH]c2=O)n1
assay / entry	17	18	19	20	21	22	23	24
APE1 inh	.	1%	0%	.	4%	.	0%	16%
POLK inh	2%	-17%	-15%	2%	-1%	-12%	12%	-3%
BLM inh	-7%	-15%	0%	0%	.	.	-5%	.
Pol iota inh	31%	?	-9%	17%	58%[activator]	?	?	30%[activator]
G9a block	-43%[59 µM]	?	36%[0.501 µM]	1%[59 µM]	?	.	9%	50µM*
JMJD2A Tudor	?	-1%[57.1 µM]	?	-9%	-22%	-8%	7%	-1%
Pol beta inh	23%	?	3%	13%	.	.	12%	.
POLH inh	-10%	-15%	0%	-24%	-20%	0%	-10%	-16%
BAZ2B inh	?	-5%	79µM*	-13%	-32%	.	-26%	9%

25	CC(=O)Nc1ccc(S(=O)(=O)NC2(C(F)(F)F)NC(=O)N(C3CCCC3)C2=O)cc1 (stereo not given)
26	O=C(NCc1ccc(F)cc1)C1CCC(CNc2c(N3CCOCC3)c(=O)c2=O)CC1 (stereo not given)
27	COCC(C)NC(=O)c1nn(Cc2ccccc2)c(=O)c2ccccc12 (stereo not given)
28	O=C(NCc1cccs1)C1CCCN(S(=O)(=O)c2cccs2)C1 (stereo not given)
29	Cc1ccc(OCC(=O)Nc2ccc(S(=O)(=O)N3CCCC3)cc2)cc1
30	CCOc1ccc(NCC(=O)c2ccc(C)cc2)cc1
31	CCOc1ccc(OCCCC(=O)O)cc1
32	COCCCNC(=O)CCCn1c(=O)c2cccn2c2cccnc21
assay / entry	25	26	27	28	29	30	31	32
APE1 inh	-2%	5%	14%	0%	12%	14%	0%	.
POLK inh	-3%	0%	-1%	-2%	-7%	-12%	1%	-22%
BLM inh	0%	-1%	0%	-6%	-4%	-6%	-2%	-4%
Pol iota inh	-2%	34%	8%	2%	38%[activator]	37%[activator]	16%	11%
G9a block	0%[12.7 µM]	12%	50%	-31%[12.7 µM]	79µM*	-9%[59 µM]	0%[59 µM]	-8%[59 µM]
JMJD2A Tudor	-6%	-6%	-13%	6%	-4%	?	?	-18%
Pol beta inh	-10%	3%	26%	-5%	14%	11%	-15%	-14%
POLH inh	-14%	-3%	-25%	-15%	-10%	0%	3%	-2%
BAZ2B inh	-3%	8%	-8%	-4%	0%	35µM*	-5%	-9%

33	CCOc1ccc(NC(=O)Cn2cnc3nc4c(cc3c2=O)CCCC4)cc1
34	Cc1nc2c(ccc3c([N+](=O)[O-])cccc32)c(C)c1C
35	O=C(CCC1CCCC1)N1CCc2c([nH]c3ccccc23)C1c1ccc(Cl)cc1 (stereo not given)
36	O=C1c2ccccc2S(=O)(=O)N1CC(O)Cn1c2ccccc2c2ccccc21 (stereo not given)
37	CCOC(=O)c1cc2cc3ccccc3cc2oc1=O
38	Cc1ccc(C)c(S(=O)(=O)Nc2nc(C)c(C(=O)Nc3ccccc3)s2)c1
39	O=C(Nc1cccc(O)c1)N1CCOCC1
40	C=CCNC(=O)C1=NOC(CNC(=O)c2c(-c3ccccc3Cl)noc2C)C1 (stereo not given)
assay / entry	33	34	35	36	37	38	39	40
APE1 inh	.	6%	.	-12%	14%	7%	14%	25%
POLK inh	-7%[60.1 µM]	10%	-11%[60.1 µM]	-18%	-18%	-21%	-2%	-10%
BLM inh	-4%	-8%	-7%	-10%	-7%	5%	5%	3%
Pol iota inh	17%	17%	1%	55%[activator]	5%	0%	12%	20%
G9a block	1%[59 µM]	?	-28%[59 µM]	-8%	29%[12.7 µM]	1%[59 µM]	?	6%[59 µM]
JMJD2A Tudor	-25%	-18%	-30%	-34%	-35%	-18%	-4%	15%
Pol beta inh	-3%	0%	-1%	-12%	8%	1%	8%	2%
POLH inh	-7%	-7%	-15%	-4%	-5%	-10%	-2%	-19%
BAZ2B inh	-1%	-28%	-23%	-3%	-24%	-6%	-3%	-6%

41	N#Cc1cc(-c2ccccc2)cnc1Cl
42	COc1ccccc1CN1C2CCCC1CC(NC(=O)/C=C/c1ccccc1)C2 (stereo not given)
43	FC(F)(F)c1ccc2c(c1)nc1n2CCCC1
44	Nc1ncc(-c2nnnn2-c2ccc(Cl)cc2)c(-c2ccc(Cl)cc2)n1
45	O=C1NCCCC1C(=O)N1CCN(C(=O)C2CCCNC2=O)CC1 (stereo not given)
assay / entry	41	42	43	44	45
APE1 inh	5%	2%	10%	-4%	0%
POLK inh	-6%	-4%	5%	-15%	.
BLM inh	-2%	-6%	-3%	-3%	2%
Pol iota inh	-22%	113%[activator]	-2%	-1%	.
G9a block	-13%[59 µM]	.	-64%	9%	?
JMJD2A Tudor	7%	-19%[11.4 µM]	9%	-14%	.
Pol beta inh	7%	-2%	16%	4%	7%
POLH inh	4%	-11%	-12%	0%	.
BAZ2B inh	50%[activator]	-4%	13%	-3%	30%

BAZ2B inh: entries above that show a hit
19	OC(COCC1COc2ccccc2O1)CN1CCN(c2ccccc2)CC1 (stereo not given)
30	CCOc1ccc(NCC(=O)c2ccc(C)cc2)cc1
assay / entry	19	30
APE1 inh	0%	14%
POLK inh	-15%	-12%
BLM inh	0%	-6%
Pol iota inh	-9%	37%[activator]
G9a block	36%[0.501 µM]	-9%[59 µM]
JMJD2A Tudor	?	?
Pol beta inh	3%	11%
POLH inh	0%	0%
BAZ2B inh	79µM*	35µM*
